Screening results deposited in PubChem BioAssay by National Center for Advancing Translational Sciences (NCATS).
HT1080 IDH1KD tx – kills HT-1080 cells with IDH1 knockdown | HT-1080 IDH1 knockdown viability, ATP luminescence, 48 h | Potency, µM (doses to about 46.1 µM), inactives show top-dose activity, negative = toxicity, actives largely listed as cytotoxic | hit rate 2% among 360,000 | AID 686971;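 note: potency is the fitted concentration of half-maximal effect; 0% = DMSO wells and -100% = cell-free medium wells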
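HT-1080-IDH1KD cells (IDH1 knocked down), 750/well in RPMI with 5% FBS, treated with compound 48 h at 37 degrees C. Viability by CellTiter-Glo luminescence, normalised to DMSO and no-cell wells; concentration-response curves classed.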
IL1B secr inh – inflammasome signaling inhibition, IL-1 beta readout | THP-1 LPS/ATP IL-1B secretion, AlphaLISA, 16 h; active compounds read low | hit rate 4.7% among 360,000 | activity change, % at 57.5 µM; in the data active = activity change below about -50%; inconclusive = mostly about -30% to -49%; note: % is set by controls: 0 for no effect and ±100 for the full control effect
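Secreted IL-1B measured by AlphaLISA bead assay after 16 h compound exposure of THP-1 cells; compounds (final up to 57.5 uM) added 1 h before LPS (250 ng/mL) and ATP (1.25 mM) stimulation; lower signal means less secretion.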
KB-3-1 tox – KB-3-1 parental cell cytotoxicity | Potency, µM (top dose mostly 46.1 µM), without a hit: at the top dose activity change, negative = cytotoxic, usual class: cytotoxic | KB-3-1 viability, CellTiter-Glo ATP luminescence, 72 h | hit rate 1.4% among 400,000; note: potency is the fitted concentration of half-maximal effect; % is set by controls: 0 for no effect and ±100 for the full control effect; nearly all actives have a fitted effect of over 60% in size
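Screening of KB-3-1 cells (DMEM, 10% FBS, phenol-red free) ran from lowest to highest compound concentration; after 72 h at 37 °C viability was read luminescently and curves fitted.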
SW480 rereplic – induces DNA re-replication in SW480 colon adenocarcinoma cells; Potency, µM (series often up to 46.1 µM), for the others: at the highest dose re-replication activation, hits mostly activators; SW480 DNA re-replication, Hoechst DNA content imaging, 48 h; AID 624297; hit rate 1.8% among 340,000; note: potency is the fitted concentration of half-maximal effect; % of control where 0% means no effect; nearly all actives have a fitted effect of over 55% in size
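Image-based read-out: total Hoechst fluorescence of nuclei (405 nm excitation, 500-530 nm emission), with hits raising the fraction of high-intensity nuclei. SW480 colon cells incubated 48 hr with compounds at 37 C.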
WRN helicase inh – WRN helicase (human) inhibition; Potency, µM (titrated, usually from 114 µM), without a hit: at the top dose activity change, negative = inhibition, actives largely listed as inhibitors; WRN helicase unwinding, fluorescent forked duplex, kinetic; AID 651768; hit rate 0.46% among 360,000; note: potency is the fitted concentration of half-maximal effect; % is set by controls: 0 for no effect and ±100 for the full control effect; nearly all actives have a fitted effect of over 55% in size
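Screening of the MLSMR collection measured strand separation of a quenched forked DNA duplex (100 nM) by 20 nM WRN with 2 mM ATP, all final. Compounds were preincubated with enzyme 15 min at room temperature.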
ATXN2 expr inh – inhibitors of ATXN2 expression; HEK-293 ATXN2-luciferase reporter, luminescence, 24 h; Potency, µM (highest dose often 57 µM), for inactives: top-dose activity change, negative = inhibition, hits mostly inhibitors; hit rate 0.72% among 360,000; note: potency is the fitted concentration of half-maximal effect; % is set by controls: 0 for no effect and ±100 for the full control effect; nearly all actives have a fitted effect of over 55% in size
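ATXN2-luciferase reporter cells (luciferase flanked by upstream and downstream ATXN2 gene portions) were treated 24 h at 37 °C with compounds at up to 57 uM. SteadyGlo luminescence gave expression; GF-AFC fluorescence gave viability.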
HT1080NT lethal – kills 2HG-producing HT-1080-NT fibrosarcoma cells | HT-1080-NT fibrosarcoma viability, CellTiter-Glo ATP luminescence, 48 h | Potency, µM (doses to about 46.1 µM), for inactives: at the top dose activity, negative = less viability, hits mostly cytotoxic | hit rate 1.6% among 360,000;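 note: NT is the 2HG producing partner of a matched IDH1 knockdown line; potency is the fitted concentration of half-maximal effect; 0% = DMSO-treated cells and -100% = media-only wells without cells; nearly all actives have a fitted effect of over 55% in size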
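Compounds were tested in concentration-response format on HT-1080-NT cells for 48 hours at 37 degrees C. Cell viability came from CellTiter-Glo luminescence; curves were classified by r2, response magnitude and activity.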
MCF10A rerep – inducers of DNA re-replication in MCF 10A breast cells | MCF 10A DNA re-replication, Hoechst nuclear intensity, 48 h | hit rate 2.9% among 350,000 | Potency, µM (titrated, usually from 46.1 µM), inactives show at the top dose activity, positive = re-replication, actives largely listed as activators; note: potency is the fitted concentration of half-maximal effect; % of control where 0% means no effect; nearly all actives have a fitted effect of over 50% in size
KB-V1 cytotox – KB-V1 MDR subline cytotoxicity; KB-V1 MDR cells viability, CellTiter-Glo, 72 h; Potency, µM (doses to about 46.1 µM), inactives show at the highest dose activity change, negative = cytotoxicity, usual class: cytotoxic; hit rate 3.4% among 400,000; AID 1347076; note: potency is the fitted concentration of half-maximal effect; % is set by controls: 0 for no effect and ±100 for the full control effect; nearly all actives have a fitted effect of over 60% in size
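Following 72 h at 37 degrees C with compound, KB-V1 cell viability was read by CellTiter-Glo luminescence, medium being phenol-red-free DMEM plus 10% FBS; concentration-response parameters came from normalized, curve-fitted qHTS data.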
The depositor's hits bear a star; ? = inconclusive; · = no result given; [ ] = dose if it differs, or a comment. Unless noted, calls come from the whole dose curve; as a rule, active = well fitted curve in the direction sought with a large enough effect; inconclusive = small, poorly fitted or top-dose-only effect, or another doubt; inactive = no such curve, though single readings can be large; an effect the other way counts as inactive or inconclusive.

Compound	HT1080 IDH1KD tx	IL1B secr inh	KB-3-1 tox	SW480 rereplic	WRN helicase inh	ATXN2 expr inh	HT1080NT lethal	MCF10A rerep	KB-V1 cytotox
O=C(Cc1ccc(-n2cccc2)cc1)N1CCc2ccccc21	10%[9.24 µM]	-18	3%	-8%	-8%	15%	6%	9%	?
CCN1CCN(CC(=O)c2cc(OC)c(OC)c(OC)c2)CC1	18%	41	7%	-4%	11%	-1%	17%	3%	0%
Cc1ccc(C2=NCCn3nc4cc([N+](=O)[O-])ccc4c32)cc1	-2%	9	0%	5%	-30%	10%	-4%	-6%	-14%
Cn1ccc2c(N3CCCCCCC3)cc3c(c21)C1CCC3O1 (centres undefined)	?	-8	?	·	-11%	0%	?	·	-11%
CCOc1nc(NCCO)nc(NCCC2=CCCCC2)n1	0%	21	10%	-15%	-3%	4%	1%	-12%	?
CCCNc1nc(OCC(F)(F)F)nc(OCC(F)(F)F)n1	2%	0	0%	15%	-13%	-6%	2%	16%	19%
Nc1ccc2c(c1)C(=O)Cc1ccccc1S2	-14%	-13	-1%	5%	-8%	-14%	-2%	2%	0%
O=C(O)COn1c(-c2ccc(Cl)cc2)nc2ccc(Cl)cc21	0%	24	-14%	-3%	-3%[57.1 µM]	27%[11.3 µM]	-1%	-3%	2%
CC(=O)Nc1ccc(CN(C)c2c(C)nc3ccc(C(=O)NCCCn4ccnc4)cn23)cc1	10%	-15	0%	·	-2%	5%	8%	·	5%
CC(C)(C)n1nnnc1C(c1ccccc1)N1CCN(C(=O)C2CCCO2)CC1 (centres undefined)	12%	23	27%	·	2%	13%	10%	·	7%
O=C(c1cccc(C(F)(F)F)c1)C1CCCN(Cc2cccn2-c2ccccn2)C1 (centres undefined)	?	-91*	-16%	13%	-31%	-38%[11.3 µM]	?	-3%	?
Cc1ccc(C(=O)N2CCCCC2)cc1S(=O)(=O)N1CCOCC1	3%	0	0%	-10%	-11%	1%	3%	5%	2%
O=C(CCCc1ccccc1)NCc1cn2ccsc2n1	-1%	7	-3%	-19%	3%	0%	0%	10%	?
CCOC(=O)c1c(C)[nH]c(C(=O)OCC(=O)N(C)CC(=O)Nc2ccccc2Cl)c1C	-5%	-4	2%	?	-3%	9%	-3%	8%	13µM*
O=C(Nc1ccc(Cl)cn1)C1COc2ccccc2O1 (centres undefined)	-2%	2	-6%	-2%	2%	55%[activator]	-12%	1%	?
Cn1ccc2c(-c3cccnc3)cc3c(c21)C1CCC3O1 (centres undefined)	16%	-20	0%	·	-17%	-38%	18%	·	-3%
COc1cccc(-c2nnc(NC(=O)c3ccc(Cl)s3)o2)c1	-25%	35	?	25%	-7%	?	2%	6.5µM*	-3%
O=C(COC(=O)c1cc(Br)ccc1O)NCC1CCCO1 (centres undefined)	-4%	0	-13%	3%	-34%	3%	-25%	31%	-14%
Cc1ccc(NC(=O)c2ccc3c(SCC(=O)O)c4c(nc3c2)CCCC4)c(Br)c1	5%	-2	-5%	13%	-18%[11.6 µM]	12%	2%	?	20%
CCC(C(=O)NCc1ccccc1)n1c(Cc2cc(F)cc(F)c2)nc2ccccc21 (centres undefined)	3%	-4	-4%	·	-1%	·	19%	·	?
O=C(Cc1n[nH]c(=O)c2ccccc12)Nc1cccc(S(=O)(=O)N2CCCCCC2)c1	-18%	45	-26%	-5%	1%	·	-13%	?	3%
CSc1cccc(NC(N)=O)c1	4%	15	10%	-4%	1%	11%	-1%	3%	10%
CCNc1nc(NCC)nc(SCCOC(=O)Nc2ccccc2)n1	-20%	-12	0%	0%	-20%	-8%	-21%	7%	-2%
CC(C)(C)c1ccc(C(=O)NNC(=O)CCC(=O)Nc2ccccc2)cc1	-1%	14	-9%	5%	2%	38%	-1%	-6%	-7%
O=C(c1cc(-c2ccccc2Cl)on1)N1CCN(C(=O)c2ccco2)CC1	0%	-29	6%	1%	5%	18%	13%	7%	-25%
COc1ccc(/C=C\C(=O)O[C@@H]2C(O)C(O[C@@H]3OC(C)[C@H](O[C@@H]4OCC(O[C@H]5O[C@H](CO)[C@@H](O)C(O)C5O)C(O)C4O)C(O)C3O)[C@H](OC(=O)[C@]34CCC(C)(C)C[C@@H]3C3=CCC5[C@@]6(C)CC(O)C(O[C@@H]7OC(CO)C(O)[C@H](O)[C@H]7O)[C@@](C)(C(=O)O)C6CC[C@@]5(C)[C@]3(CO)CC4)O[C@H]2C)cc1 (some centres undefined)	21µM*	-97*	-16%	1%	8%	7.1µM*	?	27%	7%
O=C(Nc1ccc(Cc2ccncc2)cc1)c1ccc(S(=O)(=O)N2CCOCC2)cc1	?	-19	-7%	-7%	-14%	-19%	-5%	-1%	?
CCN(CC)C(=O)OCCc1cc2ccccc2c(=O)o1	20%	10	-9%	-74%[inhibitor][9.22 µM]	-11%	23%	3%	?	?
O=C(NCC(=O)N1CCN(S(=O)(=O)c2ccccc2)CC1)c1ccc2ccccc2c1	-1%	8	8%	-3%	-11%	-35%	-5%	7%	12µM*
CC(=O)Nc1cc(C(=O)OCc2cccc([N+](=O)[O-])c2)ccc1C	4%	9	15%	-3%	-17%[57.1 µM]	-16%[11.3 µM]	3%	-1%	-21%
O=C(NNC(=O)c1cccc(S(=O)(=O)Nc2ccccc2F)c1)c1ccncc1	5%	22	-15%	·	10%	·	1%	·	14%
CN(CC(=O)NC1CCCCCC1)S(=O)(=O)c1ccc(Br)cc1	-1%	9	8%	16%	-14%	-14%	-5%	-2%	11%
COc1ccc(-c2ocnc2C(=O)Nc2ccc3c(c2)CCC3)cc1	9%	53	-16%	8%	9%	-3%	14%	4%	67%
Cc1c(O)c(C)c2c(c1O)C(=O)C[C@@H](c1ccccc1)O2	16%	40	?	-9%	3%	-8%	14%	26%	?
CCC(C)NC(=O)c1ccccc1NC(=O)c1ccc(CSc2ccc(C)cc2)cc1 (centres undefined)	-13%	8	-18%	-14%	-13%	-5%	-5%	17%	-7%
CCOc1ccc(S(=O)(=O)N2CCCCC2)cc1NC(=O)CN1C(=O)NC(C)(c2ccc(C)cc2)C1=O (centres undefined)	-28%	-16	?	?	-16%	-13%	-7%	?	-26%
CCOC(=O)N1CCN(C(=O)C(=O)Nc2sc3c(c2C(N)=O)CC(C)(C)OC3)CC1	25%	-1	-4%	-7%	3%	-4%	10%	5%	?
Cc1ccc(S(=O)(=O)N(CC(=O)Nc2cccnc2)c2cccc([N+](=O)[O-])c2)cc1	?	-8	·	?	-24%	-22%	?	23µM*	·
Cc1nc(C(=O)N(C)C)nn1-c1cc(Cl)ccc1Cl	3%	13	12%	-1%	3%	11%	4%	-1%	7%
CCC(C)NC(=O)CSc1nnc(-c2c[nH]c3ccccc23)o1 (centres undefined)	23%	1	-2%	3%	-15%	-7%	13%	2%	?
COc1ccc(Cl)cc1NC(=O)COC(C)=O	-1%	-9	3%	-4%	4%	·	0%	5%	-28%
COc1ccc(C/C(C)=N/NC(=S)Nc2ccccc2)cc1	-9%	-7	-6%	-8%	3%	·	-7%	-3%	-2%
O=C1C2C(C(=O)N1c1ccc3c(c1)OCO3)C1C=CC2C12CC2 (centres undefined)	4%[9.24 µM]	-2	9%	0%	-15%[57.1 µM]	10%	-19%	27%	0%
Clc1ccc(-c2cc(C3CCNCC3)[nH]n2)cc1	-2%	?	2%	-6%	10%	-35%	?	?	18%
O=C(Nc1cccc(S(=O)(=O)N2CCOCC2)c1)C1CCN(S(=O)(=O)c2ccccc2)CC1	-3%	-2	-3%	-9%	-7%	-11%	-3%	-3%	0%
Cc1nn(-c2ccccc2)c(Cl)c1/C=C1\SC(=S)N(CCCCCC(=O)O)C1=O	-15%	11	4%	-2%	-23%	·	-2%	12µM*	0%
COCCNC(=O)C(C)N(c1ccc(OC)cc1)S(C)(=O)=O (centres undefined)	20%	-11	-2%	1%	3%	5%	24%	-1%	15%
Cc1cccc(C)c1NC(=O)CN(C)C(=O)c1cc(S(=O)(=O)N2CCOCC2)ccc1N1CCCC1	9%	1	5%	2%	4%	4%	5%	1%	-2%
Cn1cccc1CNC(=S)Nc1ccccc1Cl	-3%	-1	2%	3%	-33%	-6%	3%	8%	17%
CCCn1c(SCC(=O)Nc2nnc(C)s2)nnc1C1CC1	8%	43	4%	-3%	-2%	4%	8%	-20%	0%
CC(CCc1ccccc1)NC(=O)c1cccnc1 (centres undefined)	0%	10	16%	-4%	1%	0%	11%	0%	2%

One compound at a time (already shown):
Profile of CCCn1c(SCC(=O)Nc2nnc(C)s2)nnc1C1CC1 → HT1080 IDH1KD tx = 8%; IL1B secr inh = 43; KB-3-1 tox = 4%; SW480 rereplic = -3%; WRN helicase inh = -2%; ATXN2 expr inh = 4%; HT1080NT lethal = 8%; MCF10A rerep = -20%; KB-V1 cytotox = 0%
Profile of CCC(C)NC(=O)CSc1nnc(-c2c[nH]c3ccccc23)o1 (centres undefined) → HT1080 IDH1KD tx = 23%; IL1B secr inh = 1; KB-3-1 tox = -2%; SW480 rereplic = 3%; WRN helicase inh = -15%; ATXN2 expr inh = -7%; HT1080NT lethal = 13%; MCF10A rerep = 2%; KB-V1 cytotox = ?
